Fh CTSL1 inh – counter-screen for PFM18AAP inhibitors: inhibitors of F. hepatica cathepsin L1 | recombinant F. hepatica cathepsin L1, Z-Leu-Arg-MCA fluorescence | inhibition, % at 5.96 µM | 300,000 tested, 0.49% active | AID 1906;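 active means inhibition above the mean of all tested compounds plus 3 SD, set per screening campaign, cut at about 17% in these data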;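 further: 0% = plate median of test compound wells and 100% = 1 µM Z-Phe-Ala-diazomethylketone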
ZTA DNA inh – ZTA (EBV) inhibition in EBNA-1 counter-screen; P03206; ZTA-DNA binding, fluorescence polarization; inhibition, % at 11 µM; 320,000 tested, 0.15% active; AID 2234; in the data active means inhibition above about 33%
Target sequence (P03206 whole entry, looked up): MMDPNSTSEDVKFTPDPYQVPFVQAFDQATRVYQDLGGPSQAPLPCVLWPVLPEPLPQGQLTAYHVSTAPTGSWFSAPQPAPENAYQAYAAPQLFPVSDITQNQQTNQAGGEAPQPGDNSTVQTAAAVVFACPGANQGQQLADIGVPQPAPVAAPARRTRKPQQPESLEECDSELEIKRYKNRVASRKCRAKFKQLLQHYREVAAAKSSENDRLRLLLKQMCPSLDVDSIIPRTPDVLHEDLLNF
PREPL inh – inhibits the human prolyl oligopeptidase-like enzyme. inhibition, % at 5.96 µM. Q4J6C6. 320,000 tested, 0.68% active. recombinant PREPL, fluorescence polarization activity-based probe; in the data active means inhibition above about 43%;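 further: 0% = enzyme with DMSO and 100% = wells lacking enzyme; many of its hits are not listed in these tables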
TPT1 inh – blocks Candida albicans tRNA 2'-phosphotransferase; recombinant caTPT1, FP RNA substrate dephosphorylation; inhibition, % at 5 µM; 300,000 tested, 0.81% active; AID 1962;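 active means inhibition above the mean of all tested compounds plus 3 SD, set per screening campaign, cut at about 24% in these data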;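 further: plate controls were DMSO alone for no effect and ferristatin control at 100 nM for full effect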
PP1 counter – PP1-alpha (human) inhibition in PP5 counter-screen | P62136 | purified PP1alpha, OMFP fluorescence | 320,000 tested, 0.9% active | inhibition, % at 6.7 µM;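 active means inhibition above the mean inhibition of all tested compounds plus 3 SD, computed separately for each screening campaign, cut at about 15% in these data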
PP5 primary – PP5 (human) phosphatase inhibition; purified PP5c, OMFP substrate fluorescence; inhibition, % at 6.7 µM; 320,000 tested, 0.18% active;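 active means inhibition above the campaign's mean inhibition across all tested compounds plus 3 SD, cut at about 9.5% in these data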;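 further: 0% = DMSO only and 100% = 100 µM cantharidin control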
Target sequence (P53041 whole entry, looked up): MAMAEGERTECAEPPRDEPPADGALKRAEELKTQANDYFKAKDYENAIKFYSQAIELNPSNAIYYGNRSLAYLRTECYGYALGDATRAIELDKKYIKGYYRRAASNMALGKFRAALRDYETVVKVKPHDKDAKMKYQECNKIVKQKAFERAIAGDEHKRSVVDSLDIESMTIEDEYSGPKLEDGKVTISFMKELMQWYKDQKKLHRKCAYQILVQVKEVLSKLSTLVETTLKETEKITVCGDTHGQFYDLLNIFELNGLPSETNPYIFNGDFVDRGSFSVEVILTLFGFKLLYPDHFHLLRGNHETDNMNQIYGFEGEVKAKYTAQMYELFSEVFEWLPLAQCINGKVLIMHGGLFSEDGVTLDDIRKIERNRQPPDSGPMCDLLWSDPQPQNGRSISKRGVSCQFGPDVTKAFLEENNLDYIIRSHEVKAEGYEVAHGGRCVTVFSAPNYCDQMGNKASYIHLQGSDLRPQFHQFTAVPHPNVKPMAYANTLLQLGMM
Efflux pump mplx – blocks antifungal efflux pumps in multiplex yeast assay; 330,000 tested, 0.44% active; S. cerevisiae Candida pump triplex, Nile Red efflux; inhibition, % at 10 µM;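 active means plate passing quality check with inhibition over a set limit, or well fluorescence over plate mean plus 4 SD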;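 further: Nile Red retained in pooled yeast measured as flow cytometry median fluorescence; 0% = buffer negative control and 100% = Enniatin B positive control; higher means more Nile Red kept so more efflux inhibition; some compounds called inactive have numbers as strong as hits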
EBNA-1 inh – blocks EBNA-1 binding to DNA; inhibition, % at 14.8 µM; 300,000 tested, 0.34% active; EBNA-1 DNA binding, fluorescence polarization; in the data active means inhibition above about 28%
core dimer inh – HCV core protein dimerization inhibition; TR-FRET GST/Flag-core106 dimerization, 1536-well; inhibition, % at 5 µM; 300,000 tested, 0.33% active; AID 1899;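 active means inhibition above the mean of all tested compounds plus 3 SD, set per screening campaign, cut at about 45% in these data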
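System: GST-tagged and Flag-tagged HCV core protein residues 1-106 / Input: core106 proteins, GST 13.5 nM and Flag 17 nM / Buffer or medium: KF-containing HEPES buffer, pH 7.45, DTT, CHAPS, BSA / Probe or stimulus: Eu-anti-GST and XL665-anti-Flag labelled anti-tag antibodies / Schedule: 4 h, 22.5 °C incubation / Technique: TR-FRET 671 and 617 nm emission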
Starred values were filed as active, the others as inactive; / = not tested or not shown.

SMILES	Fh CTSL1 inh	EBNA-1 inh	Efflux pump mplx	PP1 counter	TPT1 inh	ZTA DNA inh	core dimer inh	PP5 primary	PREPL inh
Cc1cccc(-c2noc(CNC(=O)c3ccoc3C)n2)c1	-2	5	-0.1	0	34*	17	24	1.9	-8
CC(=O)Nc1ccc(S(=O)(=O)Nc2nc3ccc([N+](=O)[O-])cc3s2)cc1	2	3	-0.1	-1	9	20	3	0.9	-7
CCCCCOC(=O)c1ccc(NC(=O)c2cccc(NC(=O)c3ccccc3C(=O)O)c2)cc1	3	-5	0.3	3	-1	13	15	3.8	7
COc1ccc(S(=O)(=O)N2CCCCC2)cc1NC(=O)C1CC(=O)N(c2ccc3c(c2)OCCO3)C1 (stereo not drawn)	1	4	0.0	-2	1	-11	3	3.9	10
Cc1ccc(Cn2c(SCC(=O)N/N=C/c3ccc(C)o3)nc3ccccc32)cc1	9	15	0.1	13	0	-6	19	5.5	-11
O=C(Nc1ccccn1)c1cccnc1	2	5	0.0	1	-6	-2	-2	-0.3	2
CCc1ccc(NC(=S)Nn2cnnc2)cc1	1	2	0.1	-1	-3	-6	-2	1.1	-6
Cn1nnc2cc(C(=O)NC3CC3)ccc21	8	-10	0.0	-11	-7	-19	-11	0.2	-5
CCN1CCN(Cc2ccc(NC(=O)c3cc(NC(=O)c4cc(C)on4)cc(OC)c3)cc2C(F)(F)F)CC1	0	-3	0.0	0	0	4	-3	4.3	-18
COc1cccc(OCc2cc(C(=O)NC(C)c3cnn(C)c3C)no2)c1 (stereo not drawn)	-2	-6	0.0	-2	-2	0	-7	1.1	0
O=C(NC(=O)c1ccccc1)Nc1ccc(-c2cnco2)cc1	-7	10	-0.1	13	-1	30	9	3.1	-9
COc1ccc(-c2nc(CSCC(=O)NCc3ccc4c(c3)OCO4)c(C)o2)cc1	3	-1	0.4	-3	4	8	2	-0.2	0
COc1cc(C2CC(=O)N3CN(c4ccccc4C)CSC3=C2C#N)cc(OC)c1OC (stereo not drawn)	3	2	0.1	5	3	-4	15	-0.6	7
COc1ccc(NC2CCCN(C(=O)c3cccnc3)C2)cc1 (stereo not drawn)	-2	-13	-0.1	-1	-3	-4	-3	1.2	6
Cc1nnc(SCCCN2C(=O)c3ccccc3C2=O)o1	-2	-12	0.2	-4	-2	-3	2	1.7	8
Cc1ccc(N(CC(=O)N/N=C/c2ccc(OC3CSC3)cc2)S(=O)(=O)c2ccccc2)c(C)c1	-1	-3	-0.1	7	1	3	34	2.3	-11
CCc1ccc(OCCn2ccnc2)cc1	0	3	0.1	2	-1	-7	-1	1.6	-3
COc1ccc(NC(=S)NNC(=O)CCn2cc([N+](=O)[O-])cn2)cc1	2	-14	0.3	2	0	-10	3	3.0	10
CC1CCc2c(sc(NC(=O)CSc3nc4c(c(C(F)(F)F)n3)CCc3ccccc3-4)c2C(N)=O)C1 (stereo not drawn)	-2	-2	0.2	2	0	-11	-6	0.6	0
Cc1csc(Sc2ccc(S(=O)(=O)N3CCCC3)cn2)n1	-3	-10	0.2	0	-4	-11	3	4.3	16
CC(=O)Nc1c([N+](=O)[O-])cc(C)c(Cl)c1[N+](=O)[O-]	1	8	-0.1	-1	-1	6	-1	-2.4	11
COc1ccc(/C=C(/NC(=O)c2cccs2)C(=O)Nc2ccc(C)cc2)cc1OC	-2	2	0.2	-1	-1	-10	-1	2.1	10
CC1CN(Cc2ccccc2)C(C)CC1O (stereo not drawn)	-1	7	-0.1	-6	-3	16	2	-1.1	-13
Cc1ccc(C)c(Cn2c(CO)nc3ccccc32)c1	0	-7	0.0	1	-2	-2	2	1.4	-4

2 records picked at random from the list so far, as already listed:
SMILES	Fh CTSL1 inh	EBNA-1 inh	Efflux pump mplx	PP1 counter	TPT1 inh	ZTA DNA inh	core dimer inh	PP5 primary	PREPL inh
Cc1ccc(N(CC(=O)N/N=C/c2ccc(OC3CSC3)cc2)S(=O)(=O)c2ccccc2)c(C)c1	-1	-3	-0.1	7	1	3	34	2.3	-11
CCc1ccc(OCCn2ccnc2)cc1	0	3	0.1	2	-1	-7	-1	1.6	-3

The results go on.
SMILES	Fh CTSL1 inh	EBNA-1 inh	Efflux pump mplx	PP1 counter	TPT1 inh	ZTA DNA inh	core dimer inh	PP5 primary	PREPL inh
C/C(Cc1ccccc1)=N\NC(=O)CNC(=O)/C=C\c1ccccc1	3	-5	-0.1	6	-2	-7	-6	-0.7	-5
CCCSCCCNC(=O)Cn1cc2c(n1)CCCCC2	6	1	-0.1	-3	-1	11	3	1.4	5
CCOc1ccc(NC(=S)N(CCCN2CCCC2)Cc2cccn2Cc2ccc(Cl)cc2)cc1	-2	-16	0.0	2	0	-10	-5	2.4	10
CC(C)(C)c1ccc(C(=O)NCC(=O)N2CCCCCC2)cc1	-1	3	0.1	1	-2	7	6	2.3	9
Cc1ccc(NC(=O)[C@H](C)NC(=O)C2CCN(C(=O)[C@H](CC(C)C)NC(=O)OC(C)(C)C)CC2)cc1	-6	-5	0.2	-1	0	-15	-2	1.7	-7
CCC(C)n1[nH]c(=O)c2c(C)cc(C)nc21 (stereo not drawn)	-2	-7	0.1	-4	-5	-5	-1	3.2	1
O=c1[nH]c(-c2ccc(Cl)cc2)nc(=S)[nH]1	-1	1	0.0	-4	-3	46*	-1	-0.2	4
O=C(Nc1c[nH]c(=O)[nH]c1=O)c1ccccc1Br	-3	-14	0.1	3	-2	-10	-3	0.6	4
C/C(=N/N=C(/N)SCc1ccccc1)C(C)(C)C	-1	-4	0.0	-3	-1	-13	-1	3.1	-4
NC(=O)C1CCCN(Cc2ccc(Cl)cc2)C1 (stereo not drawn)	6	0	0.3	1	-2	-10	1	1.4	16
COC(=O)C1CCN(S(=O)(=O)CCNC(=O)c2cccc(OC)c2)CC1	-2	9	0.1	-2	-1	11	-3	0.0	6
CCCCN(CCCC)C(=S)N/N=C/c1c(C)[nH]n(-c2ccccc2)c1=O	5	5	0.2	-2	1	-12	-4	0.5	14
Cc1c(-c2ccccc2)nc(N)c(C#N)c1-c1cccs1	0	23	-0.1	1	-5	19	10	-0.2	-5
C[C@@]12C(=O)Nc3cc(Cl)ccc3C(=O)N1[C@H]1c3ccccc3OC[C@@H]1[C@@H]2c1ccccc1	-1	-2	0.2	9	4	7	22	6.9	10
O=C1NC2=C(C(=O)CCC2)C(c2ccccc2Cl)N1 (stereo not drawn)	-3	6	-0.1	2	-2	8	0	1.6	-9
Clc1ccccc1OCCCn1ccnc1	1	3	0.0	-4	0	-4	7	-1.3	-4
CCOC(=O)C1(Cc2cccc(F)c2)CCN(C(=O)c2cscn2)CC1	1	1	-0.2	-2	-2	-3	-2	1.6	4
CCOC(=O)c1ccc(NC(=O)c2ccc(C)c(S(=O)(=O)N3CCOCC3)c2)cc1	1	10	0.0	1	-3	4	4	0.5	-3
CC1CCCN(C(=O)NC(=O)c2ccc(Cl)cc2)C1 (stereo not drawn)	0	3	-0.1	0	-1	-5	-2	1.7	6
CCOc1ccccc1-c1cc(C(=O)N/N=C(\C)c2cccnc2)c2ccccc2n1	4	6	-0.2	1	-4	-7	-5	-0.8	20
CC(=O)Nc1ccc(S(=O)(=O)NCC(CCC(=O)O)C(F)(F)F)cc1 (stereo not drawn)	0	-3	-0.1	-4	3	-8	0	0.4	3
Cn1nc(C(=O)Nc2cccc(C(=O)NC3CC3)c2)c2ccccc2c1=O	/	/	-0.3	-1	/	0	/	-1.4	14
COc1ccc(N2C(=O)C3CCCN3C2=S)cc1 (stereo not drawn)	-1	-1	0.0	0	2	24	1	-0.1	-3
CC1Cc2ccccc2N1C1=CC(=O)CCC1 (stereo not drawn)	6	10	0.0	2	2	-5	-2	1.1	6
Cc1c(NC(=O)c2cc3ccccc3o2)c(=O)n(-c2ccccc2)n1C	1	1	0.0	-2	0	-17	-1	0.1	-4
COc1cccc(/C=N/NC(=O)CN(C2=NS(=O)(=O)c3ccccc32)c2ccccc2)c1	-2	16	-8.7	6	-2	-17	4	1.3	30
Cc1ccc(NC(=O)COC(=O)Cc2c[nH]c3ccccc23)cc1C	/	/	0.0	6	/	4	/	2.5	20
COc1ccc(Cl)cc1NC(=O)CCn1c(=O)oc2ccccc21	-2	8	0.0	-1	1	0	-6	1.8	-10
CCc1c(C)[nH]n(-c2nc(-c3cccc([N+](=O)[O-])c3)cs2)c1=O	-4	11	-0.1	-1	1	-4	-8	-2.7	-2
COc1cccc(-n2c(SCC(=O)NC3CCCCC3)nc3n[nH]c(C)c3c2=N)c1	2	12	0.0	-1	-5	-7	6	2.1	-12
CC(C)c1nnc(NC(=O)C2CCCN2C(=O)Nc2ccccc2F)s1 (stereo not drawn)	-5	-6	0.0	-6	-3	2	-3	-1.6	-1
Cc1cc(C)cc(NC(=O)CN2CCN(c3ccccc3)CC2)c1	8	-15	-0.1	2	-1	-4	5	2.0	18
Cn1c(CC(=O)NNC(=O)c2ccc(F)cc2Cl)nc2ccccc21	/	/	0.1	-4	/	6	/	0.5	-1
CN(c1ccccc1)S(=O)(=O)c1cccc(NC(=O)Cc2n[nH]c(=O)c3ccccc23)c1	/	/	0.7	5	/	13	/	2.4	-15
NC(=O)c1ccsc1NC(=O)COC(=O)Cc1ccccc1Cl	/	/	0.0	-2	/	4	/	2.0	0
Cc1cccc(CN2C(=O)NC(c3ccccc3)(c3ccccc3)C2=O)c1	-1	-15	0.0	7	1	2	7	3.9	-21
Cc1cccc(C)c1NC(=O)C1(NC(=O)C2CCC(=O)N2)CCCCC1 (stereo not drawn)	0	6	-0.1	-4	1	-9	-2	3.3	6
COC(=O)C1=C(C)N(Cc2ccc(C)cc2)C(=O)/C1=C\c1cc(OC)c(OC)c(OC)c1	-4	-1	0.0	0	4	7	14	3.0	3
COc1ccc(NC(=O)N2CCOCC2)cc1	-3	-1	-0.2	-2	2	-12	0	1.6	-7
Cc1cc(C)c(OCCCCCNCCO)c(C)c1	-1	0	0.1	-4	-1	16	-6	1.4	-23
C/C(=C\C(=O)c1ccc(Br)cc1)NCc1ccccc1	1	3	-0.1	-1	3	-2	2	0.7	-14
COC(=O)C(Cc1cnc(Cl)s1)(C(=O)OC)c1ccccc1[N+](=O)[O-]	3	4	0.1	-1	-1	10	2	2.8	-9
COc1ccc(C2=NO[C@@H]3C(=O)N(C4CCCCC4)C(=O)[C@H]23)cc1OC	0	5	0.0	2	2	20	2	0.6	-22
c1ccc(-c2cc(N3CCCCC3)c3ccccc3n2)cc1	2	-6	0.1	3	-3	1	-3	2.1	-7
Nn1c(SC/C=C/c2ccccc2)nnc1-c1ccco1	-3	8	0.4	-1	1	-5	-2	-2.0	9
COc1ccccc1CNC(=O)COC(=O)c1ccccn1	-1	18	0.2	-5	-2	11	1	-1.4	3
Cc1cccn2c(NCc3ccc4c(c3)OCO4)c(-c3ccc(O)cc3)nc12	2	5	0.1	-1	0	13	-9	0.4	-5
O=C(O)COc1ccc(Br)cc1/C=N/O	-5	11	0.0	-3	-1	-16	-1	0.5	-3
COc1ccc(C(=O)N2CCCC(C(N)=O)C2)cc1S(=O)(=O)N1CCOCC1 (stereo not drawn)	/	/	0.0	1	/	-9	/	0.8	-4
Cc1ccc(-c2nc3cccnc3o2)cc1NC(=O)COc1ccc(Cl)cc1C	-1	4	0.3	-1	-1	1	11	-0.3	-3

Screens: PubChem, several laboratories

Some of the compounds tested; rates above refer to the full screens.
